Compound activity as filed in PubChem.
LMPTP block: blocks human LMPTP phosphatase | recombinant LMPTP-A, OMFP fluorogenic substrate, fluorescence intensity | AID 651560 | P24666 | inhibition, % at 20 µM | 360,000 compounds, 0.22% hits;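 active = compounds that cut the enzyme signal by at least half of the control window in the single-dose screen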;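 note: plate controls were DMSO wells with enzyme plus substrate for no effect and substrate without enzyme for full effect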
Target sequence (P24666 whole entry, looked up): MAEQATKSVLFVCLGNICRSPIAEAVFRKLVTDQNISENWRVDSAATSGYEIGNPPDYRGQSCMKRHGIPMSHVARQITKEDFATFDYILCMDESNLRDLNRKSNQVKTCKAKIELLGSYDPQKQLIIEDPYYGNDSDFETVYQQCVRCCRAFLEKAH
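Test system: LMPTP-A phosphatase enzyme; input: 0.625 nM LMPTP-A final; reagent: OMFP substrate, 400 µM final; compound dosing: 20 µM single dose, 3% DMSO; incubation: 50 min dark incubation at room temperature; measured by: endpoint fluorescence intensity from OMFP dephosphorylation; measure: % inhibition relative to no-enzyme and uninhibited control wells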
STEP inh: STEP (human) phosphatase inhibition; P54829; inhibition, % at 20 µM; 360,000 compounds, 0.25% hits; recombinant STEP, OMFP fluorogenic substrate, fluorescence;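 active = inhibition at 20 µM, scaled per plate between control wells, above about 37%, limit read from the data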;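 note: 0% = DMSO with enzyme and substrate and 100% = substrate only without enzyme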
Target sequence (P54829 whole entry, looked up): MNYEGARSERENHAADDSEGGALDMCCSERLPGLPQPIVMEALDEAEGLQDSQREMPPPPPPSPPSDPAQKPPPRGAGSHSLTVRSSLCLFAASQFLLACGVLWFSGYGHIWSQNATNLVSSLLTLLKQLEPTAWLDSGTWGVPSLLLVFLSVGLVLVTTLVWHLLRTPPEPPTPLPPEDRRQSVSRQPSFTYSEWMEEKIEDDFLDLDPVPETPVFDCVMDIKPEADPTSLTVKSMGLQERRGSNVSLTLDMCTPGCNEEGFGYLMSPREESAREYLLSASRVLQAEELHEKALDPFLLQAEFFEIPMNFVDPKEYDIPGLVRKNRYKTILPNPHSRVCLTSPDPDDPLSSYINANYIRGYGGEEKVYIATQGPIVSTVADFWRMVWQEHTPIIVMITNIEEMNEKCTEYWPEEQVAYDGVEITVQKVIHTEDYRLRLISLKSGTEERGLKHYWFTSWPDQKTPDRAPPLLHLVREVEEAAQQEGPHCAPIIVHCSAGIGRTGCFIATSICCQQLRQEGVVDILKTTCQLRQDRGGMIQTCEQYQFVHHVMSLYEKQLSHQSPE
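System: STEP phosphatase, cell-free reaction; Buffer or medium: Bis-Tris pH 6.0 buffer with DTT, detergent; Incubation: 20 min at room temperature, dark; Measured by: fluorescence, 480/540 nm.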
Rpn11 inh: inhibitors of human proteasome Rpn11; O00487; human 26S proteasome, Ub4-pepOG fluorescence polarization; 20S core pre-blocked with epoxomicin; calls only at 20 µM; 360,000 compounds, 0.59% hits; AID 588493;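 active = inhibition at 20 µM, scaled to each plate's controls, above about 33%, limit read from the data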
DNMT1 inh: DNMT1 (human) enzyme inhibition. AID 588458. inhibition (reported as % activation of signal), % at 10 µM. DNMT1 molecular beacon, Hinp1I cleavage, fluorescence. 360,000 compounds, 0.83% hits; in the data active = inhibition above about 50%
SUMO1-SIM PPI: modulators of human SUMO1-mediated protein-protein interactions. P63165. SUMO1 binding to a labelled peptide, TR-FRET, 1 h. inhibition, % at 20 µM. 360,000 compounds, 0.33% hits; in the data active = inhibition above about 37%
CSN inh: CSN deneddylation inhibition; Q92905; Purified CSN, SCF-Nedd8-OG deneddylation, fluorescence polarization; inhibition, % at 12.5 µM; 360,000 compounds, 0.38% hits; AID 651999;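 active = pattern-corrected inhibition above about 35%, with an unprinted fluorescence ratio check between 0.5 and 1.5, limit read from the data, passing the limit was not always enough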;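 note: 0% = enzyme with substrate and 100% = substrate without enzyme; some results filed as inactive read as strong as hits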
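Assay system: purified human Csn5 enzyme expressed in HEK293T cells; Input: 0.24 nM Csn5 enzyme, final concentration; Reagent: 10 nM SCFSkp2-Nedd8OG; Compound dosing: 12.5 µM single point; Times: reaction 90 min, room temperature; Technique: fluorescence polarization readout.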
Scp1 inh: Scp-1 (human) phosphatase inhibition; Recombinant Scp1, phosphopeptide, malachite green phosphate absorbance; inhibition, % at 20 µM; Q9GZU7; 340,000 compounds, 0.88% hits;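 active = inhibition above about 50% at 20 µM, limit read from the data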;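 note: plate controls were DMSO wells with enzyme for no effect and wells lacking enzyme for full effect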
Target sequence (Q9GZU7 76-261 limits assumed): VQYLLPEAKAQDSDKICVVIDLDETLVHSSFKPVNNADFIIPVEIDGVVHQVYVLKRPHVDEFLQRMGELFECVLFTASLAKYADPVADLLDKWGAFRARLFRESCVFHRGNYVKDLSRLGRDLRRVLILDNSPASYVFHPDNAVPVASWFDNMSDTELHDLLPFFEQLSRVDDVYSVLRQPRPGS
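System: SCP-1 catalytic domain; Reagent: Phospho 17-mer peptide substrate; Doses: one concentration, 20 µM, with 1.0% DMSO; Incubation: 45 min room-temperature reaction, 5 min colour, 30 min stabiliser; Signal: Phosphate-binding colour reagent, absorbance read at 630 nm.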
Tb MetRS inh: blocks T. brucei methionyl-tRNA synthetase activity | purified T. brucei MetRS, ATP depletion, Kinase-Glo luminescence | inhibition, % at 11.9 µM | 360,000 compounds, 0.4% hits;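 active = inhibition above a per-plate cutoff of the control wells' mean inhibition plus 3 SD, cut at about 5.5% in these data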;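 note: 0% = DMSO wells median and 100% = median of wells with control inhibitor compound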
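System: purified T. brucei MetRS enzyme / Detection: Kinase-Glo luciferase luminescence reporting remaining unconsumed ATP / Medium: HEPES buffer with MgCl2, KCl, DTT, spermine, BSA, pyrophosphatase / Replication: singlicate, one well per compound / Evaluation: percent inhibition relative to median high and low control wells / Schedule: 2 h aminoacylation at 25 °C after 15 min preincubation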
NadD block: blocks S. aureus nicotinate mononucleotide adenylyltransferase; purified NadD enzyme, colorimetric absorbance read-out; inhibition, % at 20 µM; AID 602399; 360,000 compounds, 0.78% hits; in the data active = inhibition above about 26%; note: some compounds past the cut are filed as inactive
PABP1 MLLE inh: inhibitors of microRNA-mediated deadenylation, human PABP1 MLLE binding; inhibition, % at 20 µM; GST-MLLE / FITC-PAM2 fluorescence polarization; 360,000 compounds, 0.36% hits; AID 588489; in the data active = inhibition above about 35%, passing the limit was not always enough;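 note: plate controls were DMSO wells with GST-MLLE for no effect and wells lacking GST-MLLE protein for full effect; some results filed as inactive read as strong as hits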
The depositor's hits bear a star; i = inactive; . = not tested or not shown.

No.	LMPTP block	STEP inh	Rpn11 inh	DNMT1 inh	SUMO1-SIM PPI	CSN inh	Scp1 inh	Tb MetRS inh	NadD block	PABP1 MLLE inh	SMILES
1	-0.7	-4	i	1	0	3	-8	0.1	8	6	Cc1cccc(Cn2ccc(NC(=O)c3cccnc3)n2)c1
2	-1.4	0	i	2	5	4	22	0.1	5	-8	O=C(Cn1c(=O)oc2cc(S(=O)(=O)N3CCCC3)ccc21)NCc1ccc(F)cc1
3	1.6	3	i	-15	-9	12	-7	-1.4	13	-7	[O-]/C(=C(\C(=S)Nc1cccc2ccccc12)[n+]1ccccc1)c1cccs1
4	0.2	4	i	8	-5	-2	-5	-0.2	-2	31	CNC(=S)N/N=C(\C)c1ccc(-n2ccnc2)cc1
5	-2.0	-1	i	0	-3	-4	4	-0.7	-44	4	CCOC(=O)C(Cc1ccccc1)C(=O)NCc1cccnc1 (stereo not given)
6	-0.2	0	i	5	-1	2	-6	0.6	-1	4	Clc1ncnc2scc(-c3ccccc3)c12
7	26	1	i	31	2	24	.	0.1	18	-12	Brc1ccc2nc(-c3ccco3)c(Cc3ccsc3)n2c1
8	0.5	1	i	-1	-1	5	-7	-0.5	-4	-9	O=C(Nc1ccc(S(=O)(=O)N2CCCC2)cc1)c1cnccn1
9	0.2	1	i	-4	-14	-3	-10	1.0	-4	-38	O=C(COc1cccnc1[N+](=O)[O-])Nc1cccc(Br)c1
10	-0.8	-5	i	2	-1	-1	1	-0.9	-4	-6	C[N+](C)(C)CCOC(N)=O
11	-0.6	1	i	-6	-2	-7	-2	0.0	8	-2	COc1ccc(C2C=C(Nc3ccccc3)C(=O)N2c2ccccc2)cc1OC (stereo not given)
12	2.7	1	i	6	5	0	-2	-0.4	5	3	CCN(C(=O)COC(=O)/C=C/c1ccccc1Cl)c1c(N)n(Cc2ccccc2)c(=O)[nH]c1=O
13	-1.2	3	i	3	-4	-19	-1	-0.6	7	8	O=C(COc1ccc(S(=O)(=O)N2CCOCC2)cc1)N1CCCCCC1
14	-0.5	3	i	1	-6	5	-4	-1.3	-2	2	CCOc1cccc2cc(C(=O)N3CCN(C/C=C/c4ccccc4)CC3)c(=O)oc12
15	-1.7	-7	i	2	4	3	-2	1.6	1	2	COCCCNC(=O)c1ccc(OC)c(OC2CCN(C(C)C)CC2)c1
16	-0.6	0	i	3	6	1	36	-0.2	1	12	C=C(C(=O)O)C1CCC2(C)CCCC(C)(O)C2C1 (stereo not given)
17	2.3	-1	i	-4	-31	1	2	0.0	-3	-15	CC(=O)Nc1ccc2c(c1)-c1ccc(F)cc1C2=O
18	-0.5	-2	i	5	-14	3	-2	-0.5	-4	-8	Cc1[nH]c2ccccc2c1/C=C(\C#N)C(=O)NC1CC1
19	0.1	0	i	1	-3	2	-13	0.1	-7	2	COc1ccc(C2SCC(=O)N2c2ccc(F)cc2)cc1 (stereo not given)
20	0.4	6	i	4	-16	3	-10	-0.8	3	-4	COc1ccc(CC(=O)NCc2csc(-c3cccs3)n2)cc1OC
21	1.3	0	i	-9	-21	-2	-7	-0.8	-4	5	COc1ccc(/C=C/c2nnc(NC(=O)C(C)(C)C)s2)cc1
22	-0.3	-1	i	-1	2	-5	-10	0.5	-8	11	COCCSc1ccccc1C(=O)N1CCc2ccccc2C1
23	1.4	-1	i	-18	-8	-9	-5	0.5	0	20	Cc1cc2cc(C=C(C#N)C#N)c(Cl)nc2cc1C
24	-0.1	-1	i	-3	0	-1	-9	0.2	-6	-2	Cc1ccccc1NC(=O)Cc1nc(COC(=O)C(NC(=O)c2ccccc2C)C(C)C)cs1 (stereo not given)
25	0.6	-4	i	1	-1	1	-4	-0.4	3	7	CCOc1ccc(CCNC(=O)CSc2nn(-c3ccc(C)c(Cl)c3)c(=S)s2)cc1OCC
26	2.0	1	i	-6	7	2	7	-0.4	20	5	CC(C)c1nc(N2CCN(C(=O)c3ccco3)CC2)c2c3c(sc2n1)CCCC3
27	1.6	-1	i	-1	-3	4	1	-0.7	-3	-5	CCOc1ccc(CNC(=O)C2Cc3cc(S(=O)(=O)N4CCCC4)ccc3N2C(C)=O)cc1 (stereo not given)
28	3.5	-1	i	-1	4	2	-5	-0.6	-6	-6	COc1ccc(/C(C)=N/N=C(N)N)c(OC)c1
29	-0.1	-5	i	4	2	-1	-2	0.5	2	12	CCCCNC(NCCCC)=C(S(=O)(=O)CC)S(=O)(=O)CC
30	-6.9	-1	i	2	-8	-3	-5	-0.9	-8	9	CC(C)(C)c1cc(Cl)ccc1OCCOCCN1CCCC1
31	-0.8	-5	i	31	-26	-14	-1	-0.8	-4	36	O=C1c2cccc3c([N+](=O)[O-])ccc(c23)C(=O)N1CC1CCCO1 (stereo not given)
32	3.9	0	i	-2	0	-5	-9	-0.5	-9	7	CCOc1ccc(Oc2ccc(Cl)cc2NC(=O)C2=COCCO2)cc1
33	-1.2	-1	i	0	4	-5	-8	-1.9	0	8	Cc1oc(-c2ccc3c(c2)OCCO3)cc1C(=O)O
34	-0.5	-3	i	4	-3	-5	-12	-0.9	-2	-3	N#CN=C1SCCS1
35	-0.8	0	i	-1	-3	4	1	-0.4	-3	11	Cc1ccc(C(=O)C(C)OC(=O)Cn2c(C)csc2=O)cc1 (stereo not given)
36	3.4	1	i	6	-4	-1	6	-1.0	-6	1	Cc1cc(/C=C2/C(=N)N3C(c4ccccc4)=CSC3=NC2=O)c(C)n1-c1ccc(Cl)cc1
37	1.5	4	i	-4	-4	-7	-7	-1.5	2	20	CC1C=CCC2C(=O)N(c3cccc(C(=O)NCCc4ccccc4)c3)C(=O)C12 (stereo not given)
38	2.0	-1	i	-4	0	2	.	-1.3	-7	0	CCOC(=O)C1=CCN(S(=O)(=O)c2ccc(Br)cc2)C1c1ccccc1 (stereo not given)
39	-0.9	0	i	2	2	2	-8	-0.5	-3	30	Clc1cc2cccnc2c2ccccc12
40	-1.7	-2	i	3	-1	-1	-2	0.7	3	-2	CC12CCC(=O)N1c1ccccc1C(=O)N2c1ccccc1 (stereo not given)
41	-0.3	-1	i	8	-2	-2	-10	-0.2	-1	1	COc1cc2c(cc1OC)C1c3ccc(OC)c(OC)c3OCC1(O)C2 (stereo not given)
42	-0.7	8	i	2	7	0	1	-0.1	3	2	NC(=O)COC(=O)C1CSC2(c3ccc(F)cc3)CCC(=O)N12 (stereo not given)
43	1.7	4	i	3	-21	0	54*	-0.4	9	8	COc1ccc(Cl)cc1C=CC=NNC(=O)c1ccncc1
44	0.3	1	i	29	-1	2	-10	0.3	14	0	CCOC(=O)CCc1c(C)c2ccc(OCc3ccc([N+](=O)[O-])cc3)cc2oc1=O
45	-1.8	0	i	1	4	1	-4	-0.2	0	-3	CC1(C)N=C(N)N=C(N)N1c1cccc(C(=O)O)c1
46	-0.4	-2	i	0	2	-9	-2	-0.8	-4	18	CCOc1ccc(CNC(=O)CCCC(=O)n2nc(C)c3ccccc32)cc1
47	-0.4	0	i	1	0	6	-10	-0.3	11	14	O=C(Nc1nn[nH]n1)C12CC3CC(CC(C3)C1)C2
48	-1.8	1	i	4	1	-3	-1	-0.6	-1	0	Cn1c(=O)oc2cc(S(=O)(=O)NCCCN3CCCC3=O)ccc21

Full records, looked up by structure. Values in the order: LMPTP block	STEP inh	Rpn11 inh	DNMT1 inh	SUMO1-SIM PPI	CSN inh	Scp1 inh	Tb MetRS inh	NadD block	PABP1 MLLE inh
NC(=O)COC(=O)C1CSC2(c3ccc(F)cc3)CCC(=O)N12 (stereo not given) across the screens: -0.7	8	i	2	7	0	1	-0.1	3	2
CC12CCC(=O)N1c1ccccc1C(=O)N2c1ccccc1 (stereo not given) across the screens: -1.7	-2	i	3	-1	-1	-2	0.7	3	-2
CCOc1ccc(CNC(=O)CCCC(=O)n2nc(C)c3ccccc32)cc1 across the screens: -0.4	-2	i	0	2	-9	-2	-0.8	-4	18
CCOC(=O)C1=CCN(S(=O)(=O)c2ccc(Br)cc2)C1c1ccccc1 (stereo not given) across the screens: 2.0	-1	i	-4	0	2	.	-1.3	-7	0

(cont.)
No.	LMPTP block	STEP inh	Rpn11 inh	DNMT1 inh	SUMO1-SIM PPI	CSN inh	Scp1 inh	Tb MetRS inh	NadD block	PABP1 MLLE inh	SMILES
49	-0.1	0	i	9	0	-9	-3	-0.4	2	1	CCc1ccccc1SCc1noc(C(=O)NCC2CCCO2)c1C(=O)O (stereo not given)
50	-0.4	-2	i	9	-16	-1	-1	-0.8	1	9	Cc1c(CCOC(=O)c2cc([N+](=O)[O-])ccc2Cl)sc[n+]1CCCCS(=O)(=O)[O-]
51	1.0	0	i	2	4	1	1	0.0	8	3	O=C(CCOc1cccc(Br)c1)NNC(=O)COc1ccc(F)cc1
52	0.9	-2	i	-3	-6	3	-8	-0.1	-7	9	CNS(=O)(=O)c1cccc(C(=O)OCc2csc(-c3ccccc3)n2)c1

Looked up by compound from above (2):
No.	LMPTP block	STEP inh	Rpn11 inh	DNMT1 inh	SUMO1-SIM PPI	CSN inh	Scp1 inh	Tb MetRS inh	NadD block	PABP1 MLLE inh	SMILES
50	-0.4	-2	i	9	-16	-1	-1	-0.8	1	9	Cc1c(CCOC(=O)c2cc([N+](=O)[O-])ccc2Cl)sc[n+]1CCCCS(=O)(=O)[O-]
49	-0.1	0	i	9	0	-9	-3	-0.4	2	1	CCc1ccccc1SCc1noc(C(=O)NCC2CCCO2)c1C(=O)O (stereo not given)
